High-throughput results: PubChem BioAssay, Broad Institute
C diff HTS – C. difficile growth inhibition | growth activity, negative = inhibition, % at 16 µg/mL (by protocol) | Clostridium difficile clinical isolate growth, OD600, 24 h; active compounds read low | 86,000 compounds, 0.25% hits;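 active = mean growth activity at or below -80% and every replicate also at or below -80%; inconclusive = mean at or below -80% but some replicate above -80%; inactive = mean growth activity above -80%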;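 also: 0% = DMSO wells and -100% = levofloxacin 16 µg/mL wells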
T cruzi growth – inhibitors of T. cruzi proliferation. T. cruzi beta-gal in NIH3T3, GalScreen luminescence, 90 h. inhibition, % at 8.34 µM. 77,000 compounds, 5.9% hits;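 active = mean inhibition above about 93%, with at least 55% of replicates each passing it, limit read from the data, passing the limit was not always enough; inconclusive = only one of those two conditions holds; inactive = neither condition holds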
Pf Dd2 inh – P. falciparum Dd2 growth inhibition; SYBR Green, 72 h; active compounds read low; activity change, % at 10 µM; 94,000 compounds, 2.3% hits; AID 1159554; in the data active = activity change below about -80%; inconclusive = no clear call, values can overlap the other calls
GASC1 inh – blocks human GASC-1 (KDM4C) demethylase activity | GST-KDM4C 2-372, H3K9me3 peptide, LANCE TR-FRET | inhibition, % at 12.5 µM | 96,000 compounds, 0.15% hits | AID 720574;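 active = mean replicate inhibition above about 25%, with at least 55% of replicates also reaching it, limit read from the data, passing the limit was not always enough; inconclusive = only one of those two conditions met; inactive = neither condition met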
Target sequence (Q9H3R0 2-372 limits assumed): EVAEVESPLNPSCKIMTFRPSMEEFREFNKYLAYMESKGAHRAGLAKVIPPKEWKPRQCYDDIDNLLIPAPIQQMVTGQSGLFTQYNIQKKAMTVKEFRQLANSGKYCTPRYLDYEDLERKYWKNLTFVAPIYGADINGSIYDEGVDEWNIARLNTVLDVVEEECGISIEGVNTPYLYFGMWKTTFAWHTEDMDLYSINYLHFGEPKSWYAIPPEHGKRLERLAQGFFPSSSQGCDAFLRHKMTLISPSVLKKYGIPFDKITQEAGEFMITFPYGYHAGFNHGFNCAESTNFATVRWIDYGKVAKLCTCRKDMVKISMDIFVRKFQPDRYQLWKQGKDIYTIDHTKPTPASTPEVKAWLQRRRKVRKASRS
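Material: GST-tagged GASC-1 (JMJD2C) catalytic fragment, aa 2-372. Input: enzyme final amount 10 nM. Medium: HEPES buffer, pH 7.5, plus ascorbate. Reagent: H3K9me3 peptide substrate, Fe(II), 2-oxoglutarate. Doses: single dose. Times: reaction 30 min RT, detection step 1 h RT. Measured by: LANCE TR-FRET. Evaluation: Fall in 671/618 emission ratio as inhibition.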
Numbers without * were called inactive; ? = inconclusive; nt = not tested or not shown; & = joins results of further samples.

Order of results – C diff HTS, T cruzi growth, Pf Dd2 inh, GASC1 inh
- CN1C[C@@H]2[C@H](c3ccccc31)[C@@H](CO)N2S(=O)(=O)c1ccccc1
→ -2, -13, -8, 2.6
- COC(=O)C[C@H]1C[C@@H]2c3cc(NC(=O)c4ccc5c(c4)OCO5)ccc3O[C@@H]2[C@H](CO)O1
→ -7, 11, 20, -0.9
- CC(=O)N(C)C[C@H]1Oc2cc(C#CC3CCCCC3)ccc2S(=O)(=O)N([C@H](C)CO)C[C@H]1C
→ -10, 54, -35, 2.7
- Cc1ccc(S(=O)(=O)N2C[C@@H](O)COC[C@H]3O[C@@H](CC(=O)N[C@@H]4CCN(Cc5ccccc5)C4)CC[C@@H]32)cc1
→ nt, 98*, -34, 0.4
- C[C@H](CO)N1C[C@H](C)[C@H](CN(C)C(=O)Nc2ccc(F)cc2)Oc2cc(-c3cccc(C(=O)N(C)C)c3)ccc2S1(=O)=O
→ -1, 18, -54, -0.7
- Cc1noc(C)c1NC(=O)Nc1ccc2c(c1)C(=O)N([C@@H](C)CO)C[C@H](C)[C@@H](CN(C)CC1CC1)OCCCC[C@H](C)O2
→ -1, 74, 34, 2.0
- COc1ccc(NC(=O)N(C)C[C@H]2Oc3c(NS(=O)(=O)c4ccc(Cl)cc4)cccc3C(=O)N([C@@H](C)CO)C[C@H]2C)cc1
→ 6, 13, -23, -0.2
- COc1ccc(S(=O)(=O)Nc2cccc3c2O[C@H](CN(C)C(=O)Nc2ccc4c(c2)OCO4)[C@H](C)CN([C@@H](C)CO)C3=O)cc1
→ -3, -93, -4, 1.2
- COCC#Cc1ccc2c(c1)O[C@H](CN(C)S(=O)(=O)c1cccc(F)c1)[C@@H](C)CN([C@H](C)CO)S2(=O)=O
→ 10, ?, -70, -0.7
- CC(C)NC(=O)N1[C@H](CO)[C@@H](c2ccccc2)[C@H]1CN(C)C(=O)c1ccncc1
→ -1, -2, 14, -0.9
- C[C@@H]1CCCCO[C@@H](CN(C)C(=O)Nc2ccc(F)cc2)[C@H](C)CN([C@@H](C)CO)C(=O)c2cc(N(C)C)ccc2O1
→ 1, 54, -70, 5.0
- CCCC(=O)N1CC2(CN(C(=O)NC(C)C)C2)c2c([nH]c3cc(OC)ccc23)[C@H]1CO
→ -3, nt, -1, -0.5
- C[C@H]1CN([C@@H](C)CO)C(=O)c2cc(/C=C/c3ccccc3)cnc2O[C@@H]1CN(C)C(=O)Nc1ccc(C(F)(F)F)cc1
→ -8, nt, -75, 0.1
- CN(C)C(=O)c1ccc(-c2ccccc2[C@H]2[C@@H](C#N)N(C(=O)C3CCC3)[C@H]2CO)cc1
→ 11, nt, -9, 0.5
- COc1ccc(NC(=O)Nc2ccc3c(c2)C(=O)N([C@H](C)CO)C[C@@H](C)[C@@H](CN(C)C(=O)NC(C)C)O3)cc1
→ -6, 3, -5, 1.1
- C[C@@H]1CCCCO[C@H](CN(C)C(=O)c2ccccc2)[C@@H](C)CN([C@H](C)CO)C(=O)c2cc(NC(=O)Cc3ccccc3)ccc2O1
→ 2, nt, 4, -0.3
- C[C@@H]1CN([C@@H](C)CO)C(=O)Cc2cc(NC(=O)CCN3CCOCC3)ccc2O[C@@H]1CN(C)S(=O)(=O)c1ccc(F)cc1
→ 10, 12, -9, -0.9
- COc1ccc(NC(=O)Nc2ccc3c(c2)[C@H]2C[C@H](CC(=O)N4CCCCC4)O[C@@H](CO)[C@H]2O3)cc1
→ 2, 25, -3, -0.5
- CNC[C@@H]1Oc2ccc(NC(=O)Nc3c(C)noc3C)cc2CC(=O)N([C@H](C)CO)C[C@H]1C
→ -2, 42, 12, -1.7
- COc1ccc(NC(=O)Nc2ccc3c(c2)C(=O)N([C@H](C)CO)C[C@H](C)[C@H](CN(C)Cc2ccncc2)OCCCC[C@@H](C)O3)cc1
→ -6, 28, -9, -1.1
- COc1ccc(-c2cn(CC[C@@H]3CC[C@@H](NC(=O)NC(C)C)[C@@H](CO)O3)nn2)cc1
→ -2, -16, -19, -1.0
- CCC(=O)N1[C@H](CNC(C)=O)[C@H](c2ccc(-c3cccc(F)c3)cc2)[C@@H]1CO
→ -8, 24, 3, -0.6
- COc1ccc(S(=O)(=O)N(C)C[C@H]2Oc3cc(C#CC4CCCCC4)ccc3S(=O)(=O)N([C@@H](C)CO)C[C@@H]2C)cc1
→ nt, 57, -50, -0.2
- COc1ccc(CN(C)C[C@H]2Oc3c(NS(=O)(=O)c4c(C)noc4C)cccc3C(=O)N([C@H](C)CO)C[C@H]2C)cc1
→ 2, -120, -2, -0.1
- O=C(C[C@H]1C[C@H]2c3cc(NS(=O)(=O)c4ccccc4)ccc3O[C@H]2[C@@H](CO)O1)NC1CCCCC1
→ nt, -56, 0, -3.4
- CC(=O)N1[C@H](CO)[C@H](c2ccc(-c3cccnc3)cc2)[C@@H]1CNC(=O)C1CC1
→ -1, nt, 12, nt
- Cc1ccc(S(=O)(=O)NC[C@H]2CC[C@@H]3[C@@H](CN3C(=O)CN(C)C)O2)cc1
→ -1, nt, 2, nt
- C[C@@H]1CCCCO[C@@H](CN(C)Cc2ccc(C(=O)O)cc2)[C@@H](C)CN([C@@H](C)CO)C(=O)c2cc(NC(=O)Nc3ccc(F)cc3)ccc2O1
→ 3, 10, 17, -1.5
- CO[C@@H]1CN(C)C(=O)c2ccc(NC(=O)c3cnccn3)cc2OC[C@H](C)NC[C@@H]1C
→ nt, -2, 11, 1.0
- C[C@H](NC(=O)C[C@H]1C[C@H]2c3cc(N(C)C)ccc3O[C@H]2[C@H](CO)O1)c1ccccc1
→ -12, 50, -23, 16
- O=C(Nc1cccc(Cl)c1)N[C@H]1CC[C@H](CCNC(=O)C2CCCCC2)O[C@@H]1CO
→ 2, -9, 0, 2.7
- O=C(Nc1cc(F)ccc1F)N1CC(=O)N2[C@H](CO)[C@H](c3ccc(C#CC4CCCCC4)cc3)[C@H]2C1
→ 56, nt, -15, -2.0
- CCCNC(=O)N(C)C[C@H]1Oc2cc(C#C[C@@H](C)O)ccc2S(=O)(=O)N([C@@H](C)CO)C[C@H]1C
→ 1, 23, 20, 9.9
- Cc1ccc(S(=O)(=O)N(C)C[C@@H]2Oc3ncc(C#CC(C)(C)O)cc3C(=O)N([C@H](C)CO)C[C@@H]2C)cc1
→ 1, 26, 8, -1.0
- CO[C@H]1CN(C)C(=O)c2ccc(NS(=O)(=O)c3ccccc3)cc2OC[C@@H](C)N(C(=O)NC(C)C)C[C@H]1C
→ 7, -19, 9, 0.2
- Cc1ccc(S(=O)(=O)N(C)C[C@@H]2Oc3ccc(NC(=O)NC(C)C)cc3CC(=O)N([C@@H](C)CO)C[C@H]2C)cc1
→ 2, 23, -38, -1.2
- C[C@@H]1CN([C@@H](C)CO)S(=O)(=O)c2ccc(C#CC3CC3)cc2O[C@@H]1CN(C)C(=O)c1cnccn1
→ 2, 34, 12, -2.1
- COc1ccc(NC(=O)N(C)C[C@H]2OCCCC[C@@H](C)Oc3ccc(NC(=O)c4ccncc4)cc3C(=O)N([C@@H](C)CO)C[C@@H]2C)cc1
→ 4, 38, 0, 0.4
- C[C@H](CO)N1C[C@H](C)[C@@H](CN(C)Cc2ccncc2)Oc2ccc(NS(=O)(=O)c3ccccc3)cc2C1=O
→ 3, 65, 4, nt
- C[C@H](CO)N1C[C@H](C)[C@H](CN(C)C(=O)Nc2ccc(C(F)(F)F)cc2)Oc2ccc(NC(=O)CCC(F)(F)F)cc2C1=O
→ 0, nt, 8, 0.7
- C[C@H]1CN([C@@H](C)CO)C(=O)c2cccc(NC(=O)Nc3ccc4c(c3)OCO4)c2O[C@H]1CN(C)Cc1ccc(C(=O)O)cc1
→ -4, -22, 12, 1.0
- C[C@@H]1CN([C@H](C)CO)C(=O)c2cc(-c3ccccc3)cnc2O[C@H]1CN(C)C(=O)Nc1ccccc1
→ -11, -81, -1, 0.8
- COc1ccc(NC(=O)Nc2ccc3c(c2)CC(=O)N([C@H](C)CO)C[C@H](C)[C@@H](CN(C)C(=O)NC2CCCCC2)O3)cc1
→ -11, 37, -26, -0.8
- O=C(c1cccnc1)N1CC2(C1)[C@H](c1ccccc1)[C@H](CO)N2C(=O)CC1CC1
→ -3, nt, 4, 0.7
- Cc1cc(C(=O)Nc2ccc3c(c2)C(=O)N(C)[C@@H]2CC[C@@H](CC(=O)NC4CCCC4)O[C@@H]2CO3)no1
→ 4, 16, 7, -0.4
- COc1ccc(-c2ccc([C@H]3[C@H](CO)N4C(=O)CN(C(=O)c5ccccc5)C[C@@H]34)cc2)cc1
→ 0, nt, -30, -0.4
- COc1ccc(S(=O)(=O)N[C@@H]2CC[C@H](CC(=O)NCCc3ccccc3)O[C@H]2CO)cc1
→ -2, nt, 8, -0.5
- CCOC(=O)N(C)C[C@H]1OCc2ccccc2-c2ccccc2C(=O)N([C@@H](C)CO)C[C@@H]1C
→ nt, -5, 21, 1.6
- C[C@H]1CN([C@@H](C)CO)C(=O)Cc2cc(NS(C)(=O)=O)ccc2O[C@@H]1CN(C)Cc1ccc(Oc2ccccc2)cc1
→ -10, nt, -8, 0.6
- CCCNC(=O)[C@H]1[C@H](CO)[C@H]2Cn3c(ccc(-c4ccccc4F)c3=O)[C@H]2N1C(=O)CC
→ -6, 7, 14, -0.5

Other structures
| structure | C diff HTS | T cruzi growth | Pf Dd2 inh | GASC1 inh |
| --- | --- | --- | --- | --- |
| CO[C@H]1CN(C)C(=O)c2ccc(NS(=O)(=O)CC(F)(F)F)cc2OC[C@@H](C)N(Cc2nccs2)C[C@H]1C | nt | 26 | -88* | 0.0 |
| CCCNC(=O)N1[C@H](CO)[C@@H](c2ccccc2)[C@@H]1CNC(=O)c1ccccc1 | -1 | 75 | -30 | -0.1 |
| COCCNC(=O)C[C@H]1CC[C@H]2[C@@H](COc3ccc(NC(=O)C4CCCC4)cc3C(=O)N2C)O1 | 2 | -16 | 6 | -4.8 |
| COCC(=O)N(C)C[C@H]1Oc2cc(-c3cccc(F)c3)ccc2S(=O)(=O)N([C@H](C)CO)C[C@H]1C | -7 | -37 | 13 | -0.9 |
| C/C=C/c1ccc([C@H]2[C@@H](CO)N3C(=O)CN(C(=O)Nc4ccc(OC)cc4)C[C@@H]23)cc1 | -1 | nt | -35 | 0.7 |
| O=C(NCC1CCCCC1)[C@H]1[C@H](CO)[C@H]2Cn3c(ccc(-c4ccccc4F)c3=O)[C@@H]1N2 | 0 | 24 | -8 | -2.0 |
| O=C(C[C@@H]1CC[C@H]2[C@@H](COC[C@H](O)CN2Cc2nccs2)O1)NCc1ccc(Oc2ccccc2)cc1 | -2&-5 | nt | -15 | -2.1 |
| C[C@@H]1CN([C@H](C)CO)C(=O)c2cccc(NC(=O)Nc3cccc4ccccc34)c2O[C@@H]1CN(C)S(=O)(=O)c1ccccc1 | -7 | 24 | -81* | 2.0 |
| Cc1ccc(S(=O)(=O)Nc2ccc3c(c2)C(=O)N([C@H](C)CO)C[C@H](C)[C@H](CN(C)CC2CCCCC2)OCCCC[C@@H](C)O3)cc1 | 3 | 44 | 3 | 1.1 |
| C[C@@H]1CN([C@@H](C)CO)C(=O)c2ccccc2-c2ccccc2CO[C@H]1CN(C)S(=O)(=O)c1cccs1 | 1 | 89 | 15 | -1.6 |
| O=C(c1ccccc1)N1CC[C@H]2[C@H](CO)Nc3ccc(C#Cc4cccnc4)cc3[C@H]21 | 9 | 44 | 7 | -0.2 |
| Cc1noc(C)c1NC(=O)Nc1ccc2c(c1)C(=O)N([C@@H](C)CO)C[C@H](C)[C@H](CN(C)Cc1ccncc1)OCCCC[C@H](C)O2 | -3 | -26 | 6 | 2.3 |
| COc1ccc(NC(=O)N(C)C[C@@H]2OCCCC[C@H](C)Oc3ccc(NS(=O)(=O)c4c(C)noc4C)cc3C(=O)N([C@H](C)CO)C[C@@H]2C)cc1 | 0 | 84 | -65 | 0.0 |
| C[C@H](O)C#Cc1ccc2c(c1)O[C@@H](CN(C)C(=O)C1CCCCC1)[C@H](C)CN([C@H](C)CO)S2(=O)=O | 1 | 58 | -33 | 0.9 |
| COc1ccccc1CNC(=O)C[C@H]1CC[C@@H]2[C@@H](COc3ccc(NC(C)=O)cc3C(=O)N2C)O1 | -3 | -11 | -42 | 3.3 |
| CN1C(=O)c2cc(NC(=O)C3CC3)ccc2OC[C@@H]2O[C@H](CC(=O)NC3CCC3)CC[C@H]21 | -4 | 93 | -11 | 0.0 |
| C[C@@H]1CN([C@H](C)CO)C(=O)c2cc(-c3ccccc3F)cnc2O[C@H]1CN(C)C(=O)C1CCCCC1 | -1 | -53 | -39 | -0.7 |
